Compound activity from PubChem.
RTF Ca sens inh: cardiac RTF calcium sensitivity inhibitors, primary screen, biochemical, IANBD-TnC fluorescence, EC70 calcium. IANBD-labeled cardiac RTF, Ca2+ fluorescence. Troponin I, cardiac muscle (Homo sapiens) + Troponin T, cardiac muscle (Homo sapiens) + …. 340,000 tested, 0.12% active. inhibition, % at 7.15 µM. AID 493244, 2011;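 active = inhibition above the mean inhibition of all tested compounds plus 3 SD, cut at about 17% in these data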;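 note: assay run at fixed EC70 calcium of 1.6 mM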
V-ATPase pH: regulators of yeast V-ATPase proton pumping, primary screen, pHLuorin cytosolic pH fluorescence | AID 504577, 2011 | 350,000 tested, 0.37% active | response, % at 10 µM | S. cerevisiae; in the data active = response mostly above about 7.3%, no sharp cut-off; inactive = mostly below about 5.4%; note: actives read high; inactives centre near 0; some compounds called inactive have numbers as strong as hits
NSD2 inh: NSD2 histone methyltransferase inhibitors, primary screen, biochemical, AlphaScreen, single concentration, set 2; Histone-lysine N-methyltransferase NSD2 (Homo sapiens), O96028; NSD2 peptide methylation, 120 min; inhibition, % at 12.5 µM; 310,000 tested, 0.54% active; AID 743445, 2014; in the data active = inhibition above about 50%
Target sequence (O96028 whole entry, looked up): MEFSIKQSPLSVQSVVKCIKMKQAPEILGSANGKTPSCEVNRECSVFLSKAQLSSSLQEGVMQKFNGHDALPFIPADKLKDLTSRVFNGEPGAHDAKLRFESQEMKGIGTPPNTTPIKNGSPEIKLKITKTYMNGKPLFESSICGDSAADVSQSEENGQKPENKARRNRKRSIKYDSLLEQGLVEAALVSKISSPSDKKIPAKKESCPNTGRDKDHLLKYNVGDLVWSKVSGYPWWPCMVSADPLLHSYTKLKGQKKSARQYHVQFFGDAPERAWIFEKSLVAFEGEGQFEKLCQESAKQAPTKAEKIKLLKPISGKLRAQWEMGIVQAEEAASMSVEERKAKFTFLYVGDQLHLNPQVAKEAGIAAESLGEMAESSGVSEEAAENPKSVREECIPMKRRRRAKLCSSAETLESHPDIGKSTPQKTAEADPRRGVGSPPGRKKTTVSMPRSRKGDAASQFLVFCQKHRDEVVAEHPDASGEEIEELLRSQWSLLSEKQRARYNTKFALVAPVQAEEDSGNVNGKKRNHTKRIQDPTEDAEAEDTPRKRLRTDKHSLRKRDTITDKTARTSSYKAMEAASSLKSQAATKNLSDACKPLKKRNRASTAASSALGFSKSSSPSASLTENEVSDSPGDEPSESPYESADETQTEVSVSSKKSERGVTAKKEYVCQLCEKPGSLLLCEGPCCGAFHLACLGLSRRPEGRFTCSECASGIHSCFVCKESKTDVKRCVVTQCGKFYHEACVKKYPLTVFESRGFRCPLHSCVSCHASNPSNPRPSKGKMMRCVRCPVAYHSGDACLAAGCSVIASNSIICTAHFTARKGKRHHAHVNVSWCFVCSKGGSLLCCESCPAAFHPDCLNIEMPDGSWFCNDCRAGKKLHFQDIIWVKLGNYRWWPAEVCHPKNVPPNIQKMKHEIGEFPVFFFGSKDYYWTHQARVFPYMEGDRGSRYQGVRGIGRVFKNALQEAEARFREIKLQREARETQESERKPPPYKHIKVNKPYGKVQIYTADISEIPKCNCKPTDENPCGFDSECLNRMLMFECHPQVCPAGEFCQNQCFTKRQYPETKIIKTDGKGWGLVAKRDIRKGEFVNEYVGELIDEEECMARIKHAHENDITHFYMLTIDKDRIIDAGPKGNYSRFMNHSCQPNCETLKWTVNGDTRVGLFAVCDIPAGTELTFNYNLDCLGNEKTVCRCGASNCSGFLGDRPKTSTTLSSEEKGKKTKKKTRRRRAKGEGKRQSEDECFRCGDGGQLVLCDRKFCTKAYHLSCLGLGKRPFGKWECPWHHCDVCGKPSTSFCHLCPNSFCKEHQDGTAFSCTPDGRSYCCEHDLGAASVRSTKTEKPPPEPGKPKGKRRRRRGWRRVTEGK
DAGLB inh: DAGLB lipase inhibitors, primary screen, biochemical, fluorescence, HTS. 340,000 tested, 0.059% active. inhibition, % at 5.17 µM. HEK293T DAGLB membrane lysate, EnzChek fluorogenic substrate. Diacylglycerol lipase-beta (Homo sapiens), Q8NCG7; in the data active = inhibition above about 34%;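 note: 0% = enzyme with vehicle and 100% = wells lacking enzyme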
Arrestin-AP2 inh: inhibitors of beta-arrestin/AP2 binding, primary screen, biochemical, GPCR trafficking, flow cytometry. beta-arrestin 1 C-terminal peptide binding to AP2 beta2-adaptin appendage (human). FITC-arrestin peptide / GST-AP2 beads; AP2 beta2 appendage carries R879A mutation. inhibition, % at 10 µM. 340,000 tested, 0.31% active;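 active = inhibition above a set limit, near 3 SD of compounds lacking own fluorescence, cut at about 54% in these data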;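 note: plate controls were DMSO wells for no effect and 5 µM unlabelled arrestin peptide for full effect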
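Material – AP2 appendage R879A on GSH beads · Buffer or medium – PBS with 0.05% Tween 20 and 0.1% BSA · Probe or stimulus – fluorescein-tagged arrestin peptide at 50 nM final · Incubation – compound with beads 12 min RT, then probe 1 h RT · Detection – high-throughput flow cytometry of beads, ex 488, em 535 nm · Evaluation – percent response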
Keap1-Nrf2 PPI: Keap1-Nrf2 protein-protein interaction inhibitors, primary screen, biochemical, fluorescence polarization, single point; 340,000 tested, 0.15% active; Keap1 Kelch-Nrf2 peptide fluorescence polarization, 1536-well; inhibition, % at 9.4 µM; AID 504523, 2011; Kelch-like ECH-associated protein 1 (Homo sapiens), Q14145; in the data active = inhibition above about 12%;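 note: human Keap1 Kelch domain with fluorescein labeled Nrf2 9mer peptide probe; 0% = neutral control wells and 100% = peptide positive control; higher means more block of Keap1 binding to Nrf2 peptide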
CAL PDZ FP-1: untagged CAL PDZ binding inhibitors, primary screen, biochemical, fluorescence polarization, HTS; 300,000 tested, 0.92% active; inhibition, % at 24.9 µM; Golgi-associated PDZ and coiled-coil motif-containing protein (Homo sapiens), Q9HD26; AID 602252, 2012; purified CAL PDZ, TMR-peptide fluorescence polarization, 1 h;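 active = mean inhibition of at least 30% with at least half of replicates also reaching 30%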;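 note: 0% = DMSO neutral control and 100% = excess unlabeled competitor peptide PRC23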
LANA DNA inh: inhibitors of KSHV C-LANA binding to DNA, primary screen, biochemical, fluorescence polarization, FAM-LBS DNA, MBP-C-LANA, single point | inhibition, % at 9 µM | 340,000 tested, 0.078% active | Kaposi's sarcoma herpesvirus LANA C-terminal domain (residues 932-1162) DNA binding;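 active = highest replicate inhibition at or above 60% at 9 µM, even if other replicates fall short; inactive = all replicates below 60% inhibition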;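 note: 0% = neutral control wells and 100% = 4 µM acridine orange control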
CAL PDZ FP-2: CAL PDZ peptide-binding inhibitors, primary screen, biochemical, fluorescence polarization, Cer-tagged CAL PDZ, HTS; AID 504414, 2011; 330,000 tested, 0.02% active; inhibition, % at 20 µM; purified CAL PDZ, TMR-peptide fluorescence polarization, 1 h; Golgi-associated PDZ and coiled-coil motif-containing protein (Homo sapiens), Q9HD26;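 active = highest replicate inhibition of at least 40%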;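 note: plate controls were DMSO neutral control wells for no effect and unlabeled competitor peptide control wells for full effect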
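Material: tagged CAL PDZ protein CerCALP, purified; buffer or medium: sodium phosphate/NaCl buffer pH 7.4 with TCEP, IgG, Thesit; also added: fluorescent TMR peptide probe; schedule: 1 h incubation at room temperature before polarization reading; technique: fluorescence polarization from S- and P-plane intensities, G-factor corrected; control set: unlabelled peptide and DMSO controls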
DSG3 Ab inh: inhibitors of pemphigus antibody binding to DSG3, primary screen, biochemical, bead-based, flow cytometry, scFv-GFP; DSG3-coupled beads, scFv-anti-DSG3-GFP binding; hits give low values; Desmoglein-3 (Homo sapiens), P32926; 310,000 tested, 0.48% active; binding (percent of control), % at 10 µM;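 active = binding more than 3 SD below its plate's average and above zero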;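 note: hits lower antibody fragment binding to DSG3; some compounds called inactive have numbers as strong as hits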
The depositor's hits bear a star; . = no result given. These rows are one share of the data. The share of hits here may be higher or lower than overall.

SMILES | RTF Ca sens inh | V-ATPase pH | NSD2 inh | DAGLB inh | Arrestin-AP2 inh | Keap1-Nrf2 PPI | CAL PDZ FP-1 | LANA DNA inh | CAL PDZ FP-2 | DSG3 Ab inh
CCCCN(CCCC)CCNC(=O)CN1C(=O)COc2ccc(S(=O)(=O)N3CCC(C)CC3)cc21 | 0 | 5 | 1 | -3 | -9 | -3 | -2 | -1.4 | -3.6 | .
NNC(=O)c1cc(C2CC2)nc2ccc(Br)cc12 | -3 | 3 | -3 | -9 | -5 | 2 | -3 | -2.1 | -1.0 | 97
CCn1nnc2cc(C(=O)Nc3ccc(C(=O)OC(C)C)cc3)ccc21 | -2 | -2 | 1 | -4 | 16 | -2 | . | 2.3 | -0.8 | 84
CCCNC(=O)NC(=O)COC(=O)CC(NC(N)=O)c1ccc(Cl)cc1 (stereo not given) | 0 | -4 | 1 | 3 | -5 | 2 | -4 | 0.4 | -1.7 | 96
Cc1csc(NC(=O)c2ccc(Cl)cc2[N+](=O)[O-])n1 | -3 | 1 | -2 | 3 | 40 | -3 | -3 | 0.2 | -2.9 | 98
CCC(C)NC(=O)c1cc(-c2ccc3c(c2)OCO3)on1 (stereo not given) | -6 | 3 | -3 | -2 | 21 | 1 | 1 | 0.4 | -2.9 | 87
O=c1cc[nH]c2c(Cl)cccc12 | -4 | 0 | -4 | -1 | -13 | -2 | -3 | -0.2 | -0.1 | 95
COc1ccc(NC(=O)C2CCCN(C(=O)Nc3ccc(OC)cc3)C2)cc1 (stereo not given) | 0 | 1 | -6 | 0 | 25 | -2 | 0 | 0.2 | -0.9 | 105
O=C(CSc1ccc2nnc(-c3ccc(F)cc3)n2n1)NCc1ccco1 | -1 | 3 | 7 | 0 | 3 | -11 | -1 | 2.4 | -3.0 | 109
C/C(=N\NC(=O)c1ccc(Cl)cc1)c1cccnc1 | 0 | -4 | . | 0 | 9 | -1 | -5 | 0.9 | -1.1 | 108
Cc1c(NC(=O)c2ccc3c(c2)OCO3)cccc1-c1nc2ccccc2o1 | 0 | -7 | 0 | -5 | 4 | -5 | -2 | -0.1 | -1.9 | 103
Cc1cc(Cl)cc(Br)c1OCCCN1C(=O)NC(C)(C)C1=O | -8 | 3 | 73* | -2 | 8 | -5 | . | -0.3 | -1.2 | 107
COc1cc(CN2c3ccccc3C(=O)CS2(=O)=O)cc(OC)c1 | -5 | 3 | . | 26 | -10 | 0 | -2 | 3.0 | 0.1 | 98
COc1ccc(NC(=S)NC2CC3CCC2C3)c(OC)c1 (stereo not given) | -5 | 0 | 11 | 0 | 4 | -4 | -2 | 3.0 | 0.1 | 109
O=C1C2C(c3ccccc3)C=CC(c3ccccc3)C2C(=O)N1CCO (stereo not given) | -4 | 1 | 1 | 3 | 1 | -6 | -4 | 3.8 | -0.5 | 123
CC(=O)N1c2c(cc(Br)cc2S(=O)(=O)NCc2cccnc2)CC1C (stereo not given) | 6 | -5 | . | -2 | -5 | -3 | -2 | -0.7 | 0.2 | 102
CCc1ccc(/C(C)=N/NS(=O)(=O)c2ccc(OC)cc2)s1 | 0 | -1 | -1 | -1 | 28 | 3 | 0 | -0.4 | -1.9 | 112
COc1cccc(-c2noc(C3CCCN(S(=O)(=O)c4cccc(Cl)c4C)C3)n2)c1 (stereo not given) | 1 | 2 | -5 | -16 | -5 | 0 | 2 | -0.4 | . | 99
COC(=O)C1CCN(C(=O)c2ccc(OC)c(S(=O)(=O)N3CCCc4ccccc43)c2)CC1 | -5 | 1 | 0 | -4 | 2 | 3 | -8 | 2.2 | 0.1 | 94
COc1ccc(/C=N/n2c(-c3ccccc3)n[nH]c2=S)cc1 | -3 | 1 | 9 | -1 | -14 | 8 | -5 | 1.4 | -0.4 | 97
O=C(COc1ccc(-n2cnnn2)cc1)Nc1ccccc1Cl | 3 | 7 | -5 | -1 | -2 | -2 | 4 | 2.2 | -1.8 | 108
O=C(NCc1cccc(Cl)c1)C1CCC(=O)N(CC2CCCCC2)C1 (stereo not given) | -6 | 1 | -2 | 1 | -9 | 0 | -4 | 0.3 | -1.1 | 105
CC(C)N(Cc1ccccc1)C(=O)COC(=O)C1CCN(c2ccc(C(F)(F)F)cn2)CC1 | -7 | 1 | -2 | -5 | -5 | -7 | -7 | 0.3 | -1.5 | 96
CCOc1ccc(/C(C)=N\NC(=O)Cc2ccccc2)cc1 | 1 | 0 | 2 | -3 | 49 | -1 | 0 | -0.4 | -0.3 | 98
Nc1ccc(N2CCCCC2)c2nonc12 | -1 | 0 | 83* | -17 | 20 | -6 | . | 0.1 | 0.8 | 89
CCOC(=O)CNC(=O)c1ccc2c(c1)OCCO2 | 3 | 0 | -1 | -2 | 5 | 2 | 1 | -1.7 | -1.3 | 107
COc1c(Cl)cnn(-c2ccc(Cl)c(Cl)c2)c1=O | -6 | 0 | 32 | -3 | 0 | 2 | 1 | 3.5 | -3.0 | 99
O=C(COC(=O)c1ccc(Br)o1)Nc1nc2c(F)c(F)c(F)cc2s1 | -14 | -2 | 3 | 6 | 2 | 6 | -4 | -2.9 | -1.9 | 103
Cc1ccc(C(=O)Nc2nc(-c3ccc(F)cc3)cs2)o1 | 0 | -2 | -2 | -7 | 7 | -7 | -3 | -1.3 | -1.5 | 118
Cc1ccc(CNC(=O)COC(=O)COc2ccc(C#N)cc2)cc1 | 8 | 1 | -2 | 1 | 6 | -2 | 12 | -0.3 | 0.3 | 92
CCCOc1cccc(-c2cc(C(=O)N/N=C/c3cccnc3)c3ccccc3n2)c1 | -8 | 1 | -2 | -3 | -10 | -5 | 0 | -0.7 | -2.6 | .
COc1ccc(-c2nnc3sc(COc4ccccc4)nn23)cc1 | -4 | -1 | 12 | -1 | -3 | 2 | . | -0.4 | -6.0 | 102
Cc1cc(=O)[nH]c(SCC(=O)NC2CCCCC2)n1 | 4 | -2 | -3 | -3 | 23 | 0 | 2 | 0.7 | -2.2 | .
O=C(/C=C/Nc1ccc(OC(F)(F)F)cc1)C(F)(F)F | -2 | -2 | -1 | -1 | 6 | 0 | . | -0.4 | -0.6 | 117
CS(=O)(=O)/C(C#N)=C/c1c(-c2ccccc2)nc2n1CCS2 | . | 5 | 1 | . | 30 | 0 | . | -2.2 | -0.7 | 99
Cc1ccc(S(=O)(=O)NCCC(=O)OCC(=O)N2CCCC2=O)cc1 | -4 | -1 | 0 | 0 | 8 | -5 | -1 | 0.3 | -2.5 | 101
O=C(CCc1ccccc1)Nc1nnc(-c2ccccn2)o1 | -9 | -6 | -1 | 2 | 7 | 0 | 5 | 0.4 | -3.1 | .
c1cncc(-c2nc3ccccc3s2)c1 | 2 | 3 | . | -2 | 30 | -2 | -2 | -0.4 | -0.3 | 97
Cc1nonc1NC(=O)CSc1nc2cc(Cl)ccc2c2c1CCCC2 | 1 | -2 | -1 | 0 | 10 | -2 | 11 | 0.5 | . | 100
CCN1CCN(CC(=O)Nc2ccc(Cl)c(Cl)c2)C(=O)C1=O | -6 | 1 | . | 1 | -6 | 4 | . | -1.2 | -1.1 | 102
COc1cccc(C(=O)N2CCN(Cc3ccc4c(c3)OCO4)CC2)c1OC | -2 | -8 | . | 1 | 6 | -3 | -4 | -1.6 | -3.0 | 93
CC(c1ccccc1)n1ccnc1CO (stereo not given) | . | -4 | -2 | -2 | . | . | . | . | . | 104
CC(=O)N=C1SC2CS(=O)(=O)CC2N1c1cccc(Cl)c1Cl (stereo not given) | -5 | 4 | . | 1 | 1 | -3 | -7 | -0.4 | -1.0 | .
Cc1nnc(NC(=O)c2ccccc2Br)s1 | -3 | 1 | 1 | 2 | -1 | 0 | -3 | 0.2 | -0.1 | 100
O=C1C=CC(=O)N1c1ccc(-c2nc3ccccc3o2)cc1 | . | 20* | 0 | 0 | . | . | . | . | . | 99
Cc1ccc(-n2c(Cn3nc(C(F)(F)F)cc3C)n[nH]c2=S)cc1 | 4 | 0 | 0 | -1 | 13 | 1 | 1 | 2.3 | -3.3 | 103
CC1CC(=O)C(C(C2=C(O)CC(C)CC2=O)c2ccccc2)=C(O)C1 (stereo not given) | -2 | -1 | -3 | -3 | -1 | -4 | -2 | 13 | -0.4 | 113
COc1ccc(S(=O)(=O)NCc2ccccn2)c(Cl)c1Cl | -9 | 13 | -2 | 1 | 7 | 4 | -5 | 0.4 | -0.1 | .
O=C(COC(=O)CC1CC2CCC1C2)NCc1ccc(Cl)cc1 (stereo not given) | -1 | -2 | -2 | -3 | 9 | 0 | . | 0.0 | -1.0 | 92
CN1C(=O)S/C(=C/c2cccn2-c2cccc(C(=O)O)c2)C1=O | 8 | 4 | 8 | 1 | 24 | -4 | 1 | -0.5 | -0.7 | 99
(more compounds)
SMILES | RTF Ca sens inh | V-ATPase pH | NSD2 inh | DAGLB inh | Arrestin-AP2 inh | Keap1-Nrf2 PPI | CAL PDZ FP-1 | LANA DNA inh | CAL PDZ FP-2 | DSG3 Ab inh
CC1(C)CC(=O)C=C(c2ccc3ncccc3c2)C1 | 1 | 4 | . | -1 | -4 | 0 | 0 | 0.3 | -1.3 | 99
N=c1c(C(=O)NCCc2ccccc2)cc2c(=O)n3ccccc3nc2n1CCCN1CCOCC1 | -12 | -18 | 4 | 0 | 4 | -5 | -6 | -2.1 | -5.2 | 112
CCNc1ccc(S(=O)(=O)N(C)C)cc1NCC(=O)Nc1ccc(Br)cc1F | 2 | 0 | -1 | 0 | 5 | -4 | -4 | -1.0 | 0.3 | 120
COc1ccccc1NS(=O)(=O)c1ccc(N/N=C(\C)C(C)C)c([N+](=O)[O-])c1 | -4 | 1 | -1 | 14 | 9 | -4 | 0 | 1.1 | -3.2 | 128
Cc1ccc(OCC(=O)N2CCN(C(=O)c3ccncc3)CC2)cc1 | -12 | 0 | -4 | -3 | 3 | -4 | . | -0.3 | -0.2 | 99
